MrgX1 allo act – positive allosteric modulators of MrgX1, primary screen, HEK293 cells, Fluo-4 calcium flux; Mas-related G-protein coupled receptor member X1 (Homo sapiens), Q96LB2; FDSS; stronger effect = higher value; B-score at 10 µM; 0.63% of 310,000 active; AID 588675, 2011;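 active means plate-corrected calcium response at least 3 library SD above typical, normal starting fluorescence, not activating the receptor alone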;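 further: compound read alongside a low EC10 to EC30 dose of BAM8-22 agonist; peak minus trough fluorescence over baseline measured at the second addition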
Target sequence (Q96LB2 whole entry, looked up): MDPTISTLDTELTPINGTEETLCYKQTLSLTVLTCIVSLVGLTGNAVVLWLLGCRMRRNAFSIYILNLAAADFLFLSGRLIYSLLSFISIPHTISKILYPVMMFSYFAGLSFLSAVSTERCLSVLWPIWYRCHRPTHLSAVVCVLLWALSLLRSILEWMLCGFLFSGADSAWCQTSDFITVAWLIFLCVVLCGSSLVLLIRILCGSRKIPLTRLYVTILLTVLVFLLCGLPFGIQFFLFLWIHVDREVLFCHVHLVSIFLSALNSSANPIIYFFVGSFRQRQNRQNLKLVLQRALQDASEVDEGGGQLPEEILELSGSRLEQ
KCNK3 block – human KCNK3 channel inhibitors, primary screen, CHO cells, FluxOR thallium flux, B-score; FluxOR fluorescence; stronger effect = lower value; 0.84% of 340,000 active; B-score at 10 µM; Potassium channel subfamily K member 3 (Homo sapiens), O14649;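 active means B-score under library mean minus 4 SD, starting fluorescence ratio at most library mean plus 5 SD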;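 further: more negative B-score means stronger inhibition of thallium flux through KCNK3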
Target sequence (O14649 whole entry, looked up): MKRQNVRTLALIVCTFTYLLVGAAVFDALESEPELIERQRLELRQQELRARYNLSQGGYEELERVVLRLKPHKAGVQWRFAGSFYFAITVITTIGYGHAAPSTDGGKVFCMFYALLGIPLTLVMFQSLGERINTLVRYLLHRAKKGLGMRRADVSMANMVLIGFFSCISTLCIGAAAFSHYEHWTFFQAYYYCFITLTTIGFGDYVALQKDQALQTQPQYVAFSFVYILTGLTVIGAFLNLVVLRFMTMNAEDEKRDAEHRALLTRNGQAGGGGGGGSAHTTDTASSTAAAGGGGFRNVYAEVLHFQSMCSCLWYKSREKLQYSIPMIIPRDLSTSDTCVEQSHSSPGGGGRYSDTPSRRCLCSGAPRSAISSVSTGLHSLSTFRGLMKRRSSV
KCNQ1 act – potentiators or activators of KCNQ1 channel, primary screen, cell-based, thallium flux, high-throughput. 0.35% of 310,000 active. B-score at 10 µM. CHO-K1 KCNQ1, thallium flux FluxOR fluorescence; stronger effect = higher value;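 active means fluorescence ratio B-score, a plate-corrected score, at least three library SD, with initial intensity B-score within 5 SD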
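Assay system: CHO-K1 cells stably expressing KCNQ1. Medium: assay buffer for compound exposure, DMSO matched across wells. Timing: 37 °C overnight plating, 90-min dark dye load, 20-min compound pretreatment. Signal: kinetic FluxOR fluorescence, 10 s baseline plus 110 s post-stimulus.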
KCNK9 inh – KCNK9 potassium channel inhibitors, primary screen, HEK293 cells, thallium flux | B-score at 10 µM | 1.2% of 310,000 active | FluxOR thallium flux fluorescence; stronger effect = lower value;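 active means ratio B-score over 3 SD below the library mean, with starting fluorescence within 5 SD of its mean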;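 further: negative B-score means less thallium flux so channel inhibition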
KCNQ1 block – inhibitors of human KCNQ1 channel, primary screen, cell-based, thallium flux, high-throughput. Potassium voltage-gated channel subfamily KQT member 1 (Homo sapiens), P51787. CHO-K1 KCNQ1, FluxOR thallium flux fluorescence; stronger effect = higher value. B-score at 10 µM. 1.3% of 310,000 active;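 active means compounds whose thallium flux B-score, printed positive for inhibition, exceeds three library SD while starting fluorescence stays within three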;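 further: channel opened by potassium depolarization with thallium stimulus after 20 min compound exposure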
ANO1 block – TMEM16A chloride channel inhibitors, primary screen, cell-based, HTS | Anoctamin-1 (Mus musculus), Q8BHY3 | HEK293 TMEM16A/YFP iodide influx fluorescence, ionomycin | normalized B-score (activity score, 25-100; higher = stronger inhibition) at 10 µM | 1.2% of 310,000 active | AID 588511, 2011;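 active means ratio plate-corrected score three or more library SD toward inhibition, starting fluorescence score within five deviations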;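 further: score derived from kinetic fluorescence span divided by baseline fluorescence per well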
MrgX1 agonist – agonists of human MrgX1 receptor, primary screen, HEK293 cells, Fluo-4 calcium flux | Fluo-4 calcium fluorescence, agonist mode; stronger effect = higher value | B-score at 10 µM | 0.44% of 310,000 active | AID 588627, 2011;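 active means calcium response B-score plate-corrected fluorescence ratio at least 3 library SD, with starting fluorescence B-score inside 5 SD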
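Assay system: MrgX1-expressing HEK293 cells / Amount: fifteen thousand cells per well / Doses: test compound in the initial addition of three / Timing: cells plated overnight, dye loaded 0.5 h 37 °C, 0.5 h room temperature / Technique: kinetic calcium dye fluorescence, Fluo-4 NW / Control set: positive and negative controls per plate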
hERG protect – hERG rescue from dofetilide block, primary screen, cell-based, CHO-hERG, FluxOR thallium flux, dofetilide IC70 | dofetilide IC70 present | activation (rescue from dofetilide block), less the hit threshold, % at 10 µM | 0.51% of 310,000 active;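 active means activation above the mean of controls blocked by dofetilide plus 5 SD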;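 further: thallium influx through hERG after potassium depolarization seen as dye fluorescence rise; in these data hits start at about 4.7%; inactives centre near -7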
TMEM16A act – TMEM16A chloride channel activators or potentiators, primary screen, cell-based, HTS; Anoctamin-1 (Mus musculus), Q8BHY3; HEK293 TMEM16A/YFP-H148Q/I152L, iodide quench fluorescence; stronger effect = lower value; 0.3% of 340,000 active; B-score at 10 µM;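 active means fluorescence-ratio B-score plate-corrected deviation score at least 3 library SD below zero, with starting fluorescence score within 5 deviations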;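 further: channel opened by trigger with iodide after compound preincubation; score built on the fluorescence ratio of max minus min over baseline; more negative score means more quench and so TMEM16A activation or potentiation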
RGS4 act – RGS4 potentiators or activators, primary screen, cell-based, HEK293 M3R inducible RGS4, calcium flux | 0.92% of 310,000 active | carbachol calcium flux Fluo4; stronger effect = lower value | B-score at 10 µM | AID 463111, 2010;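 active means B-score of the integrated calcium signal more than 4 SD below the library mean, with starting fluorescence not abnormally high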;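 further: negative B-score means reduced calcium response which marks RGS4 activation or potentiation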
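Reagent: ECmax carbachol challenge; Test system: M3R-expressing HEK293 line, RGS4 induced by doxycycline; Schedule: overnight RGS4 induction, 30 min dye load 37 °C, 20 min compound RT; Detection: calcium dye Fluo4 fluorescence; Read-out: Agonist-evoked peak-minus-minimum fluorescence over baseline, integrated ratio, B score.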
RGS4 block – RGS4 inhibitors, primary screen, cell-based, HEK293 M3R inducible RGS4, calcium flux; Regulator of G-protein signaling 4 (Homo sapiens), P49798; Fluo-4 calcium flux; stronger effect = higher value; triggered by carbachol at its EC20; B-score at 10 µM; 0.45% of 310,000 active; AID 463165, 2010;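 active means B-score, a plate-corrected calcium signal, over three deviations above library mean, with baseline fluorescence within five deviations of library mean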;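 further: RGS4 expression induced by doxycycline in cells with stable M3 receptor; B-score is computed from the integrated fluorescence ratio over baseline after carbachol; higher B-score means a larger calcium signal and so more RGS4 inhibition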
Target sequence (P49798 whole entry, looked up): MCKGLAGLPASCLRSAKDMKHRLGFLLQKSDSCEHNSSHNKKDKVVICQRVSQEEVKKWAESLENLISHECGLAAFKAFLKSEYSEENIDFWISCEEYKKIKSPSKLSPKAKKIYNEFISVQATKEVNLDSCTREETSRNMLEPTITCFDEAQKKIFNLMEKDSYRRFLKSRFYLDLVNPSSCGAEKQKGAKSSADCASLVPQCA
Starred values were filed as active, the others as inactive; i = inactive; / = not tested or not shown.

SMILES | MrgX1 allo act | KCNK3 block | KCNQ1 act | KCNK9 inh | KCNQ1 block | ANO1 block | MrgX1 agonist | hERG protect | TMEM16A act | RGS4 act | RGS4 block
CC1/C(=C\c2ccc(Cl)cc2)C(=O)C2CC1C2(C)C (configuration not stated) | i | i | i | i | i | i | i | -5 | i | i | i
CCOC(=O)c1c(CN2CCN(C)CC2)n(C)c2cc(Br)c(OC)cc12 | i | i | i | i | i | i | i | -14 | i | i | i
CN(Cc1nccn1C)C(=O)CC1C(=O)NCCN1Cc1cccc(Oc2ccccc2)c1 (configuration not stated) | i | i | i | i | i | i | i | -12 | i | i | i
Cn1cc(CN2CCN(c3ccccc3)CC2)c2ccccc21 | i | i | i | i | i | i | i | -10 | i | i | i
O=C(CNC(=O)c1ccc2c(c1)OCO2)N/N=C(Br)/C=C/c1ccccc1 | i | i | i | i | i | i | i | -6 | i | i | i
CCOC(=O)c1c(C)[nH]c(=S)c(C#N)c1-c1ccccc1 | i | i | i | i | i | i | i | 3 | i | i | i
NC(=O)COC(=O)c1cc(=O)[nH]c2ccc(S(=O)(=O)Nc3ccc(F)cc3)cc12 | i | i | i | i | i | i | i | -10 | i | i | i
CC(/C=C/c1ccc(N(C)C)cc1)=N\N=C(/N)SC1CC(=O)N(c2ccc(C(=O)O)cc2)C1=O (configuration not stated) | i | i | i | i | i | i | i | -2 | i | i | i
CCN(CC)CCCN(C)C(=O)Cn1nc(Cc2ccncc2)c2ccccc2c1=O | i | i | i | i | i | i | i | -3 | i | i | i
CCc1ccccc1NC(=O)c1cnc2n(c1=O)CCS2 | i | i | i | i | i | i | i | -10 | i | i | i
CCc1ccc(NC(=O)c2n[nH]c(=O)c3ccccc23)cc1 | i | i | i | i | i | i | i | -11 | i | i | i
O=C(CCc1ccccc1)Nc1cc(Cl)ccc1O | i | i | i | i | 9* | i | i | -8 | i | i | i
COc1ccc(OCC(=O)N2CCC(n3nccc3NC(=O)C3CC3)CC2)cc1 | i | i | i | i | i | i | i | -5 | i | i | i
O=C(Nc1ccc(N2CCOCC2)cc1)C1CCN(S(=O)(=O)c2ccc3c(c2)OCCO3)CC1 | i | i | i | i | i | i | i | -13 | i | i | i
O=C(CSc1ccc(F)cc1)Nc1ccc(Br)cc1 | i | i | i | i | i | i | i | -4 | i | i | i
CCC(C)(C)n1nnnc1C(c1ccccc1)N1CCN(C2CCCC2)CC1 (configuration not stated) | i | i | i | i | i | i | i | -8 | i | i | i
O=C(O)CSc1nnc(-c2ccc(Cl)cc2Cl)n1-c1ccccc1 | i | i | i | i | i | i | i | -3 | i | i | i
COc1cc(C=O)ccc1Oc1nnnn1-c1ccc(C(N)=O)cc1 | i | i | i | i | i | i | i | -12 | i | i | i
O=C(COc1ccc(Br)cc1Br)NNC(=O)c1cccs1 | i | i | i | i | i | i | i | -4 | i | i | i
c1cncc(Nc2c3ccccc3nc3ccccc23)c1 | i | i | i | i | i | i | i | -2 | i | i | i
CCC(=O)c1ccc(OCC(O)CN2CCN(C(c3ccccc3)c3ccccc3)CC2)cc1 (configuration not stated) | i | i | i | i | i | i | i | -19 | i | i | i
CC(C)N(C)CCOC(=O)c1ccccc1Cl | i | i | i | i | i | i | i | 0 | i | i | i
COc1ccc(CN(Cc2nc3ccccc3c(=O)[nH]2)C(=O)c2ccco2)cc1 | i | i | i | i | i | i | i | -11 | i | i | i
Cc1nc(C)c(C(=O)O)c(-c2cccs2)c1C(=O)O | i | i | i | i | i | i | i | -4 | i | i | i
O=C(Cn1c(=O)c2cccn2c2cccnc21)N1CCN(c2ccccc2F)CC1 | i | i | i | i | i | i | i | -7 | i | i | i
O=C(Nc1cccc2cccnc12)c1cccc2ccccc12 | i | i | i | i | i | i | i | -4 | i | i | i
COc1ccc(OCCCC(=O)Oc2ccc(OC)cc2)cc1 | i | i | i | i | i | i | i | -15 | i | i | i
c1ccc(Sc2nc(N3CCCCC3)nc(N3CCCCC3)n2)nc1 | i | i | i | i | i | i | 35* | -12 | i | i | i
Cc1cccc(/C=N/NC(=O)c2cccc([N+](=O)[O-])c2)n1 | i | i | i | i | i | i | i | -1 | i | i | i
COC(=O)[C@@]1(Cc2ccc(F)cc2)[C@H]2c3cc(C(=O)N(C)C)n(CCSCCO)c3C[C@H]2CN1C(=O)c1ccccc1 | i | / | i | i | i | i | i | -5 | / | i | i
O=C(O)CCC(=O)N(Cc1cccnc1)Cc1cccc(F)c1 | i | i | i | i | i | i | i | -10 | i | i | i
CCn1c(-c2ccc(C)cc2)n[nH]c1=S | i | i | i | i | i | i | i | -4 | i | i | i
O=C(O)c1cccc(N2C(=S)N=C(Nc3ccccc3)C23CCCCC3)c1 | i | i | i | i | i | i | i | -7 | i | i | i
CCc1cc(Br)ccc1N1C(=O)C2CC=CCC2C1=O (configuration not stated) | i | i | i | i | i | i | i | -11 | i | i | i
Cc1oc2nc(SCCCC(=O)NCCCO)nc(N)c2c1C | i | i | i | i | i | i | i | -7 | i | i | i
CCN(CC)S(=O)(=O)c1ccc(N2CCOCC2)c(NC(=O)c2ccccc2F)c1 | i | i | i | i | i | i | i | -9 | i | i | i
Cc1cc(C(=O)N/N=C/c2c(C)[nH]n(-c3ccccc3)c2=O)n[nH]1 | i | i | i | i | i | i | i | -8 | i | i | i
CC1CCCN(C(=O)CCNC(=O)c2ccccc2Cl)C1 (configuration not stated) | i | i | i | i | i | i | i | -6 | i | i | i
COc1cc2oc(=O)c3c(c2cc1OCC(=O)c1c(C)n(C)c2ccccc12)CCCC3 | i | i | i | i | i | i | i | -4 | i | i | i
COc1ccc(NC2CCCN(C(=O)CCN3CCCC3=O)C2)cc1 (configuration not stated) | i | i | i | i | i | i | i | -10 | i | i | i
CCOC(=O)Cc1csc(NC(=O)COc2ccc3c(c2)CCC3)n1 | i | i | i | i | i | i | i | -7 | i | i | i
O=C(CCNS(=O)(=O)c1ccccc1F)N1CCN(S(=O)(=O)c2cccc(F)c2)CC1 | i | i | i | i | i | i | i | -9 | i | i | i
Cc1csc(CN(C)C(=O)C2CCC(=O)N(Cc3ccc(Cl)cc3)C2)n1 (configuration not stated) | i | i | i | i | i | i | i | -7 | i | i | i
COCc1ccc(CN2CCC(Oc3ccc(C(=O)NCc4ccccn4)cc3)CC2)o1 | i | i | i | i | i | i | i | -7 | i | i | i
COc1ccc(-c2nc(SCc3ccccc3)n(C(=O)c3ccco3)n2)cc1 | i | i | i | i | i | i | i | -17 | i | i | i
Cn1cccc1/C=C1\CC(C(C)(C)C)C/C(=C\c2cccn2C)C1=O (configuration not stated) | i | i | i | i | i | i | i | -27 | i | i | i
COc1ccc(CCNC(=O)CN2C(=O)COc3ccc(S(=O)(=O)N4CCOCC4)cc32)c(OC)c1 | i | i | i | i | i | i | i | -6 | i | i | i
CC(C)CSc1n[nH]c(N)n1 | i | i | i | i | i | i | i | -3 | i | i | i
CCn1c(SCC(=O)N/N=C/C=C\c2ccccc2[N+](=O)[O-])nnc1-c1ccccc1 | i | i | i | i | i | i | i | -11 | i | i | i
O=C(O)CN1C(=O)C2C3CC(C2C1=O)C1C(c2ccc(Cl)cc2)c2sc(=O)[nH]c2SC31 (configuration not stated) | i | i | i | i | i | i | i | -3 | i | i | i
Cc1cc(Br)ccc1OCCCCN1CCCCC1 | i | i | i | i | i | i | i | -16 | i | -7* | i
C#CCCOC(=O)Nc1ccccc1 | i | i | i | i | i | i | i | -3 | i | i | i
CC(NS(=O)(=O)c1ccc(Cl)c(Cl)c1)C(=O)OCC(=O)Nc1ccc2c(c1)OCO2 (configuration not stated) | i | i | i | i | 6* | i | i | -9 | i | i | i
COc1ccc(CN2CCN(Cc3ccccc3F)CC2)c(OC)c1 | i | i | i | i | i | i | i | -6 | i | i | i
COc1ccccc1C(=O)N1CCN(Cc2cccnc2)CC1 | i | i | i | i | i | i | i | -4 | i | i | i
COc1ccc(N2CCN(C(=O)c3ccc(CS(=O)Cc4ccc(C)cc4)o3)CC2)cc1 (configuration not stated) | i | i | i | i | i | i | i | -7 | i | i | i
Nc1ncnc(NCc2ccccc2)c1[N+](=O)[O-] | i | i | i | i | i | i | i | -7 | i | i | i
COc1ccc(CNc2ccc(N3CCOCC3)cc2)cc1 | i | i | i | i | i | i | i | -7 | i | i | i
CCOC(=O)c1c(-c2ccc(C)cc2)csc1/N=C(\C)C1=C(O)c2ccccc2C1=O | i | i | i | i | i | i | i | -19 | i | i | i
Cc1nnc(SCC(=O)NC2CC2)n1-c1ccccc1 | i | i | i | i | i | i | i | -4 | i | i | i
CC(C)CNC(=O)NC(=O)COc1ccc(C=O)cc1 | i | i | i | i | i | i | i | -1 | i | i | i
CCOC(=O)c1c(-c2cccs2)csc1NC(=O)CN1CC(C)OC(C)C1 (configuration not stated) | i | i | i | i | i | i | i | -2 | i | i | i
